# ST2 inh – inhibitors of human ST2 (IL1RL1) binding to IL-33. Q01638. AlphaLISA ST2-Fc/biotin-IL-33 interaction, 1 h. inhibition, % for hits at 17 µM. 78,000 tested, 2.3% active. AID 1259354; in the data active = inhibition above about 30%; inconclusive = mostly about 10% to 28%
# Target sequence (Q01638 whole entry, looked up): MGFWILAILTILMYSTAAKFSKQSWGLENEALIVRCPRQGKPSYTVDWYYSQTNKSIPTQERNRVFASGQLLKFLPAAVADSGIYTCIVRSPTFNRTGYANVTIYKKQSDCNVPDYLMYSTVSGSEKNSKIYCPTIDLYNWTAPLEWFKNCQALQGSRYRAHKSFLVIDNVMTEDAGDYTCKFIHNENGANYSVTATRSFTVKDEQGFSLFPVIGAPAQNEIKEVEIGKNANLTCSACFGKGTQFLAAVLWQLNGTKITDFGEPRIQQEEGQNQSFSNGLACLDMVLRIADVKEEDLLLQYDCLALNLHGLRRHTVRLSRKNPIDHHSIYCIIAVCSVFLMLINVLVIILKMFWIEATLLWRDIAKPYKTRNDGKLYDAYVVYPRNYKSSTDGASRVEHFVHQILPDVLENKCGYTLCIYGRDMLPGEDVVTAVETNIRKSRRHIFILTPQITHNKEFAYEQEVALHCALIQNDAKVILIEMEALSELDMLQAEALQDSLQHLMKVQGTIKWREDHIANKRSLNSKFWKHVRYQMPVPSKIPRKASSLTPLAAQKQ
# An asterisk follows results filed as active; i = inactive; ? = inconclusive. Not all compounds are listed; rates above refer to the full screens.
SMILES,ST2 inh
COc1ccccc1OC1CN(C(=O)c2ccc(-n3cnnc3)cc2)C1,?
O=C(Nc1ccc(F)cc1)C12CC3CC(CC(C3)C1)C2,i
Cc1ccc(S(=O)(=O)N(CC(=O)Nc2ccc(C(N)=O)cc2)Cc2ccc(F)cc2)cc1,i
CSc1ccc(CNc2nc(-c3nnc(-c4ccc(F)cc4)o3)nc3ccccc23)cc1,?
CC1=C(C(N)=O)C(c2ccc(O)cc2)n2nc(SCc3ccccc3)nc2N1 (stereo unspecified),i
CC1(C)O[C@@H]2[C@H](O1)[C@@H](CI)O[C@H]2n1cnc2c(=O)[nH]cnc21,i
CC1=C(C(=O)Nc2cccnc2)C(c2ccc(C)cc2)n2nc(SCc3ccccc3)nc2N1 (stereo unspecified),?
Cn1ccnc1CN1CCCC(CCNC(=O)C(C)(C)C)C1 (stereo unspecified),?
Cn1ccc(=O)c2cc(Br)ccc21,i
COc1ccc(N2CC(C(=O)Nc3ccc(Br)cc3)CC2=O)cc1 (stereo unspecified),i
CN(Cc1cccc2ncccc12)CC1CCOC1 (stereo unspecified),?
CC1CN(CCC(=O)Nc2ccc(Br)cc2)CC(C)O1 (stereo unspecified),i
COc1ccc(C2C(=O)N(C3CCCCC3)CC(=O)N2C2CCCCC2)cc1 (stereo unspecified),i
NC(=O)CCS(=O)(=O)CCN1CCCCC1,i
CCCCS(=O)(=O)/C=C\C=C\S(=O)(=O)CCCC,i
NC(=O)[C@H](Cc1cccs1)NC(=O)[C@@]1(O)C[C@@H](O)[C@H](O)[C@@H](NC(=O)c2ccc(F)c(Cl)c2)C1,?
CC1=C[C@@H](CNC(=O)COCC(=O)O)[C@H](C(C)C)C[C@H]1CC(=O)NCc1ccc(F)cc1,i
COc1cccc(Cn2c(CNC(=O)c3ccc(OC)cc3OC)nc3cccnc32)c1,?
O=C(Nc1cccc(O)c1)c1noc2c1CCc1ccccc1-2,?
CC1CCN(CNC(=O)c2cc3ccccc3o2)CC1,i
O=C(Cc1ccc(F)cc1)Nc1ccc(S(=O)(=O)Nc2nccs2)cc1,i
Nc1nc(-c2cccnc2)nc(-c2cccnc2)n1,i
CC(C)CSc1nc2ccccc2n1CC(N)=O,i
CC(CCN1CCCC1CO)c1ccccc1 (stereo unspecified),i
COc1cccc(CNC(=O)Cc2csc(C(C)=O)c2)c1,?
O=C(c1cn(CCN2CCCCC2)nn1)N1CCN(c2nc3ccccc3o2)CC1,i
COc1ccc2cc3cc(C(=O)NCc4ccccc4OC)oc3nc2c1,i
COc1ccc(-c2ccc[nH]c2=O)cn1,?
CN(C(=O)c1cc(-c2ccc(Cl)c(Cl)c2)on1)c1ccccc1,i
CC1CCC(NC(=O)CN2CCN(Cc3ccc(F)cc3Cl)C2=O)CC1 (stereo unspecified),i
O=[N+]([O-])c1cc2c(cc1CN1CCN(Cc3ccccc3)CC1)OCO2,?
Cn1c(=O)n(C)c2cc(CNC3CCC(=O)N(CC4CC4)CC3)ccc21 (stereo unspecified),?
Cc1cc(C)cc(Oc2coc3c(CN4CCC(C)CC4)c(O)ccc3c2=O)c1,i
O=C(NC(NCc1cccnc1)C(Cl)(Cl)Cl)c1cccc([N+](=O)[O-])c1 (stereo unspecified),i
CCOc1ccc(S(=O)(=O)NCC(OC)OC)c2cccnc12,i
Cc1ccccc1S(=O)(=O)Cc1ccc(C(=O)NC(C)c2ccccc2)o1 (stereo unspecified),i
COc1ccc(OCC(O)CN2CCOCC2)cc1 (stereo unspecified),i
O=C(NCc1ccc2c(c1)OCO2)c1ccccc1C(=O)NCc1ccc2c(c1)OCO2,i
O=C(CN1N=C(c2ccccc2)CCC1=O)NC1CCCCCC1,i
CN(C1CCCCC1)S(=O)(=O)c1ccc(C(=O)Nc2nnc(C3CC3)o2)cc1,?
O=C(c1ccccc1)c1ccc2c3c(cccc13)C(=O)N(CCO)C2=O,i
C=CCn1c(-c2c(-c3ccccc3)ncn2CCO)nc2ccccc21,i
O=C(Cc1ccccc1)N(c1ccc(Br)cc1)C1C=CS(=O)(=O)C1 (stereo unspecified),i
O=C(CCn1c(=O)c2sccc2n(CC(=O)NCC2CCCO2)c1=O)NCc1ccccc1 (stereo unspecified),i
O=C(C1=C(O)C(=O)N(CCN2CCOCC2)C1c1cccs1)c1ccco1 (stereo unspecified),i
c1ccc(COC2CCCN(Cc3cnc(-c4ccccn4)nc3)C2)nc1 (stereo unspecified),?
Cc1nc2ccccc2c2oc(C(=O)NC3CCCCC3)cc12,i
CN(CCc1cn[nH]c1)C(=O)[C@H]1C[C@@H](C(=O)O)N(C)[C@H]1c1ccccc1F,i
CC(=O)c1ccc(NC(=O)c2cnc3scc(C)n3c2=O)cc1,i
Cc1cnc(CNC(=O)CC2COCCN2)cn1 (stereo unspecified),?
CC(C)NC(=O)CCS(=O)(=O)c1cccc2nonc12,i
O=Cc1cn(CC(=O)N2CCCCCC2)c2ccccc12,i
COc1ccc(CN2CCN(C3C4CC5CC(C4)CC3C5)CC2CCO)c(F)c1 (stereo unspecified),i
O=c1nc(-c2ccccc2)c(-c2ccccc2)n[nH]1,i
C=CCNc1ccccc1C(=O)N1CCC(C(C)COC)CC1 (stereo unspecified),i
Cc1nc2ccc(C(=O)N[C@H]3C[C@H]4C(=O)N(C)CC(=O)N4C3)cc2[nH]1,?
COc1cc(C2C(C#N)=C(N)Oc3n[nH]c(-c4cc(OC)c(OC)c(OC)c4)c32)ccc1O (stereo unspecified),i
O=C1S/C(=C\c2ccc(O)cc2)C(=O)N1c1ccc(O)cc1,i
O=C(CCCOc1ccc(Cl)cc1Cl)NC1=NN(c2ccccc2)C(=O)C1,i
CCC12CN(C(=O)c3ccc(OC)cc3)CC(CC)(CN(C(=O)c3ccc(OC)cc3)C1)C2=O,i

# Arranged by heavy-atom count (ascending): some entries from above
SMILES,ST2 inh
Cc1cnc(CNC(=O)CC2COCCN2)cn1 (stereo unspecified),?
O=c1nc(-c2ccccc2)c(-c2ccccc2)n[nH]1,i
CC(C)NC(=O)CCS(=O)(=O)c1cccc2nonc12,i
O=Cc1cn(CC(=O)N2CCCCCC2)c2ccccc12,i
O=C1S/C(=C\c2ccc(O)cc2)C(=O)N1c1ccc(O)cc1,i
Cc1nc2ccccc2c2oc(C(=O)NC3CCCCC3)cc12,i
O=C(Cc1ccccc1)N(c1ccc(Br)cc1)C1C=CS(=O)(=O)C1 (stereo unspecified),i
Cc1nc2ccc(C(=O)N[C@H]3C[C@H]4C(=O)N(C)CC(=O)N4C3)cc2[nH]1,?
C=CCn1c(-c2c(-c3ccccc3)ncn2CCO)nc2ccccc21,i
O=C(C1=C(O)C(=O)N(CCN2CCOCC2)C1c1cccs1)c1ccco1 (stereo unspecified),i
COc1ccc(CN2CCN(C3C4CC5CC(C4)CC3C5)CC2CCO)c(F)c1 (stereo unspecified),i
O=C(CCn1c(=O)c2sccc2n(CC(=O)NCC2CCCO2)c1=O)NCc1ccccc1 (stereo unspecified),i
CCC12CN(C(=O)c3ccc(OC)cc3)CC(CC)(CN(C(=O)c3ccc(OC)cc3)C1)C2=O,i

# (list continues)
SMILES,ST2 inh
CS(=O)(=O)N1CCC(NC(=O)c2onc3ccccc23)CC1,i
CC1CCCC(C)N1CC(=O)N1CCCc2c1c(=O)oc1ccc(OCc3ccccc3)cc21 (stereo unspecified),i
COc1c(-c2ccc(O)c(O)c2)oc2cc(O)cc(O)c2c1=O,i
Cc1cc(C)nc(NC(=O)c2ccc(Br)cc2)n1,i
O=C(NCCN1CCCCCC1)c1cc(-c2ccncc2)nc2ccccc12,i
Cn1c(=O)[nH]c(=O)c2c1nc(N1CCCC1)n2CCSc1nnnn1-c1ccccc1,i
Cc1ccc2nc(NC(=O)CSCC(=O)O)sc2c1,i
Cc1nn(CCC#N)c(C)c1[C@@H]1C=C[C@@H](NC(=O)NC(C)C)C1,?
CC(C)(NC(=O)c1cccs1)C(=O)N1CCC1c1ccc(F)cc1 (stereo unspecified),?
COc1ccc2c(c1)CCc1c(C(=O)Nc3cc(OC)c(Cl)cc3OC)noc1-2,i
O=C(CSc1nc(-c2ccc(F)cc2)[nH]c1-c1ccccc1)Nc1nccs1,i
Cc1ccc(Cl)cc1NC(=O)N1CCC(n2c(C)nc3cccnc32)CC1,i
COc1ccc(C2CC(c3ccc(Cl)cc3)Nc3nc(N)nn32)cc1 (stereo unspecified),i
Cc1[nH]nc(SCC(=O)NC2CCCCC2)c1[N+](=O)[O-],i
NC(=O)C1(C(=O)N2CCOC(c3ccc(F)cc3)C2)CC1 (stereo unspecified),?
CC(=O)NCc1cccc(CNC(C)=O)n1,i
CC1(C)C(=O)NC(=O)N1CC(=O)N1CCOC(CCCc2ccccc2)C1 (stereo unspecified),?
CC[C@H]1CN(S(=O)(=O)c2c(C)noc2C)CC[C@H]1CC(=O)NCCSC,i
Cc1oc(C(C)C)cc1C(=O)N1CCc2c(c(C(=O)O)nn2CC2CC2)C1,i
Oc1oc(-c2ccc(Br)cc2)nc1C=Nc1cccc(F)c1,?
Cc1ccc(C(=O)c2ccc(Cl)cc2)c(N2CCCCC2)n1,i
COc1ccccc1NC(=O)c1ccc(OCc2ccccc2)cc1,i
O=C(NC1CCCC1)c1ccc(N2CCC(NCC3OCCc4ccccc43)CC2)cc1 (stereo unspecified),i
O=C(c1ccccc1Br)N(c1ccc(F)cc1)C1C=CS(=O)(=O)C1 (stereo unspecified),i
CC(C)NC(=O)Cn1c(=O)n(CC2CCC(C(=O)NC(C)C)CC2)c(=O)c2sccc21 (stereo unspecified),i
O=C(Nc1cccc(-c2nc3ncccc3o2)c1)c1ccc(OCc2ccccc2)cc1,33.0%*
O=[N+]([O-])c1nn(-c2ccccc2)n(O)c1=NCCc1ccccc1,?
COc1cccc2cc(-c3csc(Nc4ccc(F)cc4)n3)c(=O)oc12,i
CC(=O)c1cccc(CNC2CC(C)(C)Cc3c2cnn3-c2ccccc2C)c1 (stereo unspecified),i
Cc1ccccc1C(=O)N1CCC(c2nn3c(C(C)C)nnc3s2)CC1,i
Cc1cccc(C2=N/C(=C\c3cccc([N+](=O)[O-])c3)C(=O)O2)c1,i
COc1cccc(CCc2ccccc2C(=O)N2CCCC(O)(CO)C2)c1 (stereo unspecified),i
CCOc1ccc(/C=c2\sc3n(c2=O)CN(c2ccc4c(c2)OCO4)CN=3)cc1,31.0%*
CC1CCC(NC(=O)CN(C)S(=O)(=O)c2ccc3c(c2)CCC(=O)N3)CC1 (stereo unspecified),i
O=C(OCc1ccccc1)c1cccc(C(=O)OCc2ccccc2)n1,i
CCn1cc(C(=O)N(C)C2CCCCC2)c2cc(OC)c(OC)cc2c1=O,i
COC(=O)[C@H](NC(=O)C1=C[C@@H](NC(=O)CC2(CC(=O)O)CCCC2)[C@@H](O)[C@H](O)C1)C(C)C,i
CCC(Sc1nccn1C)C(=O)Nc1cc(C)on1 (stereo unspecified),i
CN1[C@@H](CCC(=O)N2CCOCC2)CNC(=O)[C@@H]2[C@H]1CCN2C1CCOCC1,?
Cc1cccc(NC(=O)C2(S(=O)(=O)c3ccc(Cl)cc3)CC2)c1,?
CCC(NC(=O)c1nc2ccccc2c(=O)[nH]1)c1nc(C)c(C)s1 (stereo unspecified),?
O=C(c1ccc(F)cc1)N1C[C@@H]2C[C@H](C1)c1c(NS(=O)(=O)c3cccc(F)c3)ccc(=O)n1C2,i
O=C(O)c1c[nH]c2ccc(S(=O)(=O)N3CCN(c4cccc(Cl)c4)CC3)cc2c1=O,?
O=C(Cc1c(C(=O)O)[nH]c2ccc(Cl)cc12)NCc1ccc(F)cc1,i
Cc1ccc(C(c2sc3nc(C)nn3c2O)N2CCN(C(=O)c3ccco3)CC2)cc1 (stereo unspecified),i
COc1cccc(C2CCN2C(=O)Nc2n[nH]c(CCc3ccccc3)n2)c1 (stereo unspecified),i
CC(C)CNC(=O)c1cc(-c2ccc(Cl)c(Cl)c2)on1,i
Cc1ccc(-c2noc(CCC(=O)N3CCCC(C)C3)n2)cc1 (stereo unspecified),?
COc1ccc(-c2cc(N3CCN(S(=O)(=O)c4ccc(C)c(C)c4)CC3)ncn2)cc1,i
O=C(NC[C@H]1O[C@@H](CO)[C@@H](O)[C@H]1N1CCN(c2ccc(F)cc2)CC1)c1ccco1,i
COc1ccccc1OC1CN(C(=O)c2cc3n(n2)CCCN(C)C3)C1,?
O=C(Cn1cnc2sc3c(c2c1=O)CCCC3)NCCCC(=O)Nc1ccc2c(c1)OCO2,i
O=C(CSC1=NC(=O)C(Cc2ccccc2)C(=O)N1)Nc1ccccn1 (stereo unspecified),i
C=CCn1c(Cc2c[nH]c3ccccc23)nnc1SCC(=O)Nc1cc(C)cc(C)c1,i
O=C(NCc1ccc(Cl)cc1)C1(S(=O)(=O)c2ccc(Cl)cc2)CC1,i
CCOC1=CC(c2ccc(F)cc2)Oc2ccccc21 (stereo unspecified),i
COC(=O)c1c(NC(=O)c2ccc(OC)cc2)sc2c1CCN(C(C)C)C2,?
C/C=C/c1ccc2c(c1)[C@@H](C)[C@H](c1ccc(O)cc1)O2,i
CN(C)c1ccc(C(=O)N[C@H]2C[C@@H](c3nc(-c4cccnc4)no3)N(C)C2)cc1,58.0%*
COc1cc2[nH]c(=O)n(CCCC(=O)NC3CCCCC3)c(=O)c2cc1OC,i
Cc1cccc(CN2CCCN(CC(=O)Nc3ccc(C)c(F)c3)S2(=O)=O)c1,i

# Two records drawn at random from those above:
SMILES,ST2 inh
CN(C)c1ccc(C(=O)N[C@H]2C[C@@H](c3nc(-c4cccnc4)no3)N(C)C2)cc1,58.0%*
CCOC1=CC(c2ccc(F)cc2)Oc2ccccc21 (stereo unspecified),i
